High-throughput results (PubChem)
Yp Topo-I inh: inhibitors of Yersinia pestis topoisomerase I | activity, % at 10 µM | Y. pestis Topo-I cleavage product accumulation, plate reader | AID 504884 | 360,000 tested, 0.064% active; in the data active means activity above about 50%, passing the limit was not always enough; inconclusive means no clear call, values can overlap the other calls; further: inactives centre near 2
CCHF vOTU inh: CCHFV vOTU protease inhibition; 370,000 tested, 0.55% active; Pep-AMC fluorescence; inhibition, % at 11.5 µM; in the data active means inhibition above about 30%; further: 0% = vehicle wells with enzyme and 100% = no enzyme wells
Anthrax LF prot: inhibitors of Bacillus anthracis lethal factor protease; P15917; multiplex microsphere protease cleavage assay, LF; inhibition, % at 10 µM; 360,000 tested, 0.12% active; AID 588501; further: plate controls were buffer without enzyme for full effect and enzyme alone for no effect
Target sequence (P15917 whole entry, looked up): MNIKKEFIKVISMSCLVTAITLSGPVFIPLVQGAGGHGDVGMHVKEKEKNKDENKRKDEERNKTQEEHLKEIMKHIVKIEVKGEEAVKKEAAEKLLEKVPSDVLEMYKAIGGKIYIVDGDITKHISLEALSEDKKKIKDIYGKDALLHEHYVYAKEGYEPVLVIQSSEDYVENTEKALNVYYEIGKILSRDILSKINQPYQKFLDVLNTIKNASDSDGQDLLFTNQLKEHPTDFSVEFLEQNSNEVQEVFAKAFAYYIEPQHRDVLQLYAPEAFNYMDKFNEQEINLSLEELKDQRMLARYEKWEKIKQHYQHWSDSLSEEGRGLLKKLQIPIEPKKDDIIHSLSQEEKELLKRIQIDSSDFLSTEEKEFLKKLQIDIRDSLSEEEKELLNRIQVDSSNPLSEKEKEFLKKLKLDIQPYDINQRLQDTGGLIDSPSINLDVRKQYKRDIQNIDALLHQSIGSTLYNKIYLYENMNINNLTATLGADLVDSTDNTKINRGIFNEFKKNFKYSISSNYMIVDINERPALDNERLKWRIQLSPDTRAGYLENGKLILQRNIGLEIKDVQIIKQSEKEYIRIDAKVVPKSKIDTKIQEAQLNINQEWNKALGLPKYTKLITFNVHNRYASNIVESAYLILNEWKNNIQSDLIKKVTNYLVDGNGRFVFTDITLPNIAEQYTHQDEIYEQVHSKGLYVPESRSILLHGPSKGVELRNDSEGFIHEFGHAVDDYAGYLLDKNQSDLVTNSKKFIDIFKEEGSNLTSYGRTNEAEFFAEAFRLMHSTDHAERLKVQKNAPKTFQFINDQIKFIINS
TcdB inh: TcdB glycohydrolase inhibition. 350,000 tested, 0.24% active. TcdB glycohydrolase enzymatic assay, plate reader. P18177. inhibition, % at 9.99 µM; in the data active means inhibition above about 10%
PfHsp40 rescue: restores yeast growth despite PfHsp40 toxicity | S. cerevisiae expressing PfHsp40, growth rescue, ATP luminescence | growth rescue, % at 12.5 µM | 340,000 tested, 0.68% active; in the data active means growth rescue above about 28%, passing the limit was not always enough; inconclusive means no clear call, values can overlap the other calls;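 further: yeast W303a lacking pdr1 and pdr3 grown in galactose medium; growth measured after three days at 30 °C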
PrPC surface inh: inhibitors of human cell surface prion protein PrPC. P04156. TR-FRET read-out. inhibition, % at 13.8 µM. 370,000 tested, 0.43% active; in the data active means inhibition above about 24%; further: 0% = median of the test wells and 100% = reference compound wells
BoNT A protease: BoNT A light chain protease inhibition; multiplex microsphere protease substrate cleavage, flow cytometry; 360,000 tested, 0.17% active; inhibition, % at 10 µM; further: plate controls were buffer without enzyme for full effect and enzyme alone for no effect
FadD28 FP inh: M. tuberculosis FadD28 bisubstrate binding inhibition; AID 588549; FadD28 bisubstrate probe binding, fluorescence polarization; inhibition, % at 12.5 µM; 360,000 tested, 0.22% active; in the data active means inhibition above about 8.5%, passing the limit was not always enough; inconclusive means no clear call, values can overlap the other calls
BoNT-F LC inh: BoNT F light chain protease inhibition. Multiplex microsphere protease cleavage assay, flow cytometry. inhibition, % at 10 µM. 360,000 tested, 0.22% active; in the data active means inhibition above about 35%, passing the limit was not always enough; inconclusive means no clear call, values can overlap the other calls; further: plate controls were buffer without enzyme for full effect and enzyme alone for no effect
Starred values were filed as active, the others as inactive; ? = inconclusive; . = no result given. Unless noted, no stated cut-off is given here; in the data, active means inhibition above about 30%; inconclusive means no clear call, values can overlap the other calls; inactive means below that.

Every second line gives: Yp Topo-I inh | CCHF vOTU inh | Anthrax LF prot | TcdB inh | PfHsp40 rescue | PrPC surface inh | BoNT A protease | FadD28 FP inh | BoNT-F LC inh
CCc1ccc(NC(=O)C(C)OC(=O)c2ccc(N3CCCC3)c([N+](=O)[O-])c2)cc1 (configuration not stated)
 : 12 | -2 | 0 | 0.6 | 0.2 | 0 | -0.3 | 0.9 | -9
CN(Cc1ccccc1)c1nc(N)nc(Cl)c1C=O
 : -6 | -11 | -4 | 1.2 | 4.1 | 9 | 0.7 | -0.6 | 4
Cc1ccc2c(CN(C)Cc3ccc(Cl)cc3)cc(=O)oc2c1
 : 15 | 15 | 3 | 0.4 | -1.5 | 3 | 3.0 | -2.6 | -23
O=C(c1cc2ccccc2cc1OCC(O)CN1CCCCC1)N1CCCCC1 (configuration not stated)
 : 11 | 3 | 0 | -2.8 | -0.3 | -2 | 0.2 | -0.4 | -8
O=c1[nH]nc(Cc2ccccn2)c2ccccc12
 : 5 | -11 | -4 | . | -0.3 | 0 | -0.8 | -2.5 | 0
CN(C)CCCNc1cc(O)c2ncccc2c1
 : -9 | 92* | -10 | -0.4 | 0.5 | -56 | 0.5 | 0.0 | -40
Cc1nn(-c2ccccc2)c(N2CCCC2)c1/C=N/NC(=O)c1cc(-c2cccnc2)nc2ccccc12
 : 1 | 10 | 1 | . | 1.2 | -8 | 0.6 | -2.7 | 1
COc1ccccc1C1C(C(=O)c2cc3ccccc3o2)=C(O)C(=O)N1CCN1CCOCC1 (configuration not stated)
 : 1 | -9 | -1 | . | -0.7 | 4 | 1.4 | -1.7 | -12
COc1ccc(N=Nc2c(N)nn(C)c2N)cc1
 : -9 | 17 | -3 | 0.7 | 1.5 | -11 | 0.3 | 0.3 | -5
Cc1c(C(C)(C)O)[nH]c2ccc(C(F)(F)F)cc12
 : 2 | 8 | -12 | 1.5 | 2.7 | -6 | -0.1 | 2.8 | -6
COCCn1c(C)cc(C2=NNC(=Nc3ccc(F)cc3)SC2)c1C
 : -3 | -6 | 2 | 2.8 | -0.3 | 6 | 4.9 | 0.3 | -2
Cc1c(NC(=O)Nc2ccccc2Cl)sc(=S)n1C
 : -8 | -4 | -1 | . | -1.8 | 6 | 0.1 | -1.7 | -4
COc1ccc(C(=O)OCC(=O)N2CCCC2=O)c(OC)c1
 : 3 | -11 | -1 | 1.3 | -2.1 | 7 | -0.5 | -2.6 | 3
COc1ccc(NC(=O)COC(=O)C(NC(=O)c2ccc(C)cc2)C(C)C)cn1 (configuration not stated)
 : 9 | 8 | -3 | 6.7 | 0.8 | 11 | 2.4 | -3.0 | 6
COc1ccccc1C(=O)NC(=S)Nc1ccc(NC(=O)c2ccco2)cc1
 : 5 | 3 | -2 | 2.6 | 0.9 | 1 | -0.5 | -0.2 | -1
Clc1ccc(CN(CC2CCCO2)C(c2cccs2)c2nnnn2C2CCCC2)cc1 (configuration not stated)
 : 6 | -9 | -4 | . | -0.8 | 2 | -0.7 | 0.1 | 14
O=C(c1ccc(N2CCCCC2)c([N+](=O)[O-])c1)N1CCOCC1
 : 4 | 6 | -3 | . | -0.1 | -14 | -0.5 | -1.2 | 1
COc1ccc(CNC(=O)[C@H](C)N2C(=O)N3CCc4c([nH]c5ccc(OC)cc45)[C@@]3(C)C2=O)cc1
 : 3 | -6 | -6 | 1.4 | 0.2 | 0 | -1.0 | -0.1 | -1
CCOC(=O)C1(CCOC)CCN(Cc2ccc3nonc3c2)CC1
 : -8 | 14 | 2 | 0.5 | 0.4 | 0 | 0.8 | 0.8 | 2
COc1cc(CC(=O)OCC(=O)Nc2ccccc2C#N)cc(OC)c1OC
 : 6 | -6 | -6 | 1.2 | 0.1 | 0 | -0.8 | . | -7
O=C(NCCN1CCN(C(=O)c2cc3ccccc3oc2=O)CC1)c1cc2ccccc2oc1=O
 : 7 | -2 | -6 | . | -1.0 | -5 | -0.7 | -0.5 | -4
CC12C=CC(=O)C=C1CCC1C2C(O)CC2(C)C1CCC2(C)O (configuration not stated)
 : 7 | -17 | 8 | 1.2 | -2.5 | -7 | 0.2 | -0.9 | 7
Cc1cc(=O)oc2cc(OCC(=O)OCC(=O)Nc3c(C)n(C)n(-c4ccccc4)c3=O)ccc12
 : 18 | 3 | 8 | 0.2 | -0.1 | -4 | 1.5 | -0.5 | 13
O=C(CSc1nncc(=O)[nH]1)NCc1ccccc1
 : 21 | 3 | -1 | 0.5 | -0.6 | -6 | -1.7 | -2.6 | -9
O=C(CCc1nnc(-c2ccc3c(c2)OCO3)o1)NC(c1ccccn1)C(F)(F)F (configuration not stated)
 : 4 | -6 | -2 | 0.9 | 0.6 | 3 | 0.6 | -1.8 | -1
CCc1ccc2[nH]c(=O)c(C(c3nnnn3CC3CCCO3)N3CCN4CCCC4C3)cc2c1 (configuration not stated)
 : -7 | -8 | 4 | . | -0.7 | 0 | 5.4 | -2.0 | -5
O=S(OCCN1CCCC1)C(c1ccccc1)c1ccccc1 (configuration not stated)
 : 7 | -7 | 0 | 3.3 | -0.3 | -8 | -0.5 | -1.0 | 5
O=[N+]([O-])c1cccnc1Sc1ccccc1Cl
 : -3 | 6 | 9 | -1.6 | -1.2 | -8 | ? | -3.9 | ?
C#Cc1ccc(CN2CCN(CCCc3ccccc3)C(CCO)C2)cc1 (configuration not stated)
 : 11 | -9 | . | -0.1 | 1.3 | -2 | . | 0.4 | .
CN1C(=O)N(CC(=O)N2CCN(S(=O)(=O)c3ccc4c(c3)CCC4)CC2)C(=O)C12CCCCC2
 : 21 | -6 | 4 | 0.1 | -0.8 | 6 | -2.7 | -2.3 | -1

Arranged by molar mass (rising): some entries from above
Every second line gives: Yp Topo-I inh | CCHF vOTU inh | Anthrax LF prot | TcdB inh | PfHsp40 rescue | PrPC surface inh | BoNT A protease | FadD28 FP inh | BoNT-F LC inh
Cc1c(C(C)(C)O)[nH]c2ccc(C(F)(F)F)cc12
 : 2 | 8 | -12 | 1.5 | 2.7 | -6 | -0.1 | 2.8 | -6
O=C(c1cc2ccccc2cc1OCC(O)CN1CCCCC1)N1CCCCC1 (configuration not stated)
 : 11 | 3 | 0 | -2.8 | -0.3 | -2 | 0.2 | -0.4 | -8
CN1C(=O)N(CC(=O)N2CCN(S(=O)(=O)c3ccc4c(c3)CCC4)CC2)C(=O)C12CCCCC2
 : 21 | -6 | 4 | 0.1 | -0.8 | 6 | -2.7 | -2.3 | -1

Two compounds picked at random from those above:
Every second line gives: Yp Topo-I inh | CCHF vOTU inh | Anthrax LF prot | TcdB inh | PfHsp40 rescue | PrPC surface inh | BoNT A protease | FadD28 FP inh | BoNT-F LC inh
CC12C=CC(=O)C=C1CCC1C2C(O)CC2(C)C1CCC2(C)O (configuration not stated)
 : 7 | -17 | 8 | 1.2 | -2.5 | -7 | 0.2 | -0.9 | 7
CCc1ccc(NC(=O)C(C)OC(=O)c2ccc(N3CCCC3)c([N+](=O)[O-])c2)cc1 (configuration not stated)
 : 12 | -2 | 0 | 0.6 | 0.2 | 0 | -0.3 | 0.9 | -9

Next part
Every second line gives: Yp Topo-I inh | CCHF vOTU inh | Anthrax LF prot | TcdB inh | PfHsp40 rescue | PrPC surface inh | BoNT A protease | FadD28 FP inh | BoNT-F LC inh
CC(=O)NS(=O)(=O)c1ccc(NC(=O)c2ccc3c(c2)C(=O)N(CCC(C)C)C3=O)cc1
 : 10 | 6 | -1 | . | 2.1 | -4 | -0.6 | 6.5 | -3
COC(=O)[C@H]1C[C@H](OC(=O)NCc2ccc(OC)c(OC)c2)[C@@]2(O)CN(S(=O)(=O)c3ccc(C)cc3)CC2[C@H]1C(=O)OC (some centres not stated)
 : 9 | -1 | -2 | 1.2 | . | -8 | -0.1 | -1.4 | -2
CCCC(C)Sc1nc2c([nH]1)c(=S)n(C)c(=O)n2C (configuration not stated)
 : 13 | 0 | -10 | -2.9 | 38* | 15 | 0.6 | 0.0 | -2
CCOC(=O)CSc1nnc(CNc2ccc(Cl)cc2)n1-c1ccccc1
 : 5 | 16 | -1 | 2.0 | 1.9 | 8 | 0.4 | -1.3 | -2
O=C(NC1CCCCC1)C(c1cccnc1)N(C(=O)c1csnn1)c1ccccc1 (configuration not stated)
 : 3 | -9 | -4 | 1.4 | -0.1 | 0 | 2.7 | 0.3 | 2
CC1Cc2ccccc2N1C(=O)CSc1nnnn1C(C)C (configuration not stated)
 : 3 | 7 | -1 | . | 0.2 | -1 | -0.9 | -1.4 | -7
COc1ccc(OC)c(NC(=S)N2c3ccccc3CC2C)c1 (configuration not stated)
 : -2 | 4 | 7 | -0.9 | 0.4 | 1 | 3.2 | -1.0 | -4
CCN(CC)CCCC(C)n1c2nc(=O)[nH]c(=O)c-2nc2cc(Cl)ccc21 (configuration not stated)
 : 5 | 95* | -9 | -0.8 | -0.3 | -51 | 3.6 | 2.9 | 10
COc1ccc(OCCOc2ccc(S(=O)(=O)N3CCCC3)cc2C(N)=O)cc1
 : -3 | 6 | 5 | 0.5 | 0.9 | 9 | -0.6 | -1.4 | 2
O=C(c1ccc2oc(Cc3ccc(Cl)cc3)nc2c1)N1CC[C@H](O)C1
 : 0 | -4 | -2 | -0.9 | 0.2 | 1 | 0.9 | 0.1 | 2
O=C(NCCc1ccccc1)/C(=C\c1cccc([N+](=O)[O-])c1)NC(=O)c1ccco1
 : -4 | 5 | 5 | 1.4 | 0.8 | -31 | -0.3 | 1.0 | -1
Cc1ccc(-n2ncc3c(N4CCCC4)ncnc32)c(C)c1
 : 8 | -4 | ? | . | 1.0 | -6 | -1.0 | -1.2 | 3
COc1ccc(Cl)cc1C(=O)Nc1nc2ccccc2[nH]1
 : 5 | 1 | -1 | 1.8 | 10 | -8 | 0.8 | -1.8 | 3
Cc1ccc(C(=O)NC2CCN(C(=O)NCc3ccccc3)CC2)cc1
 : -1 | 0 | -15 | -0.9 | 0.6 | 0 | -3.0 | 0.2 | -19
COc1ccc(C(=O)NNS(=O)(=O)c2ccc(OC)cc2)cc1
 : 10 | -6 | -13 | -5.5 | -1.0 | 9 | -1.3 | -3.5 | -22
Cc1cc(Nc2cccc(Cl)c2)nc(NCc2ccccc2)n1
 : -30 | 5 | -2 | 0.3 | -1.1 | 18 | -0.6 | -1.3 | -7
CC(C)C1Cc2c(sc3c2c(=O)n(Cc2ccccc2)c2nncn32)CO1 (configuration not stated)
 : 5 | 1 | 3 | . | -0.9 | 2 | -1.5 | -0.2 | -10
CC(C)(C)NC(=O)c1ccccc1-c1nc2ccccc2s1
 : 3 | -6 | 0 | 0.2 | 0.2 | 1 | 0.4 | -3.5 | 1
Cc1ccc(S(=O)(=O)c2nc(S(C)(=O)=O)sc2N2CC(C)OC(C)C2)cc1 (configuration not stated)
 : 1 | -3 | -5 | -0.8 | -1.2 | -2 | 0.1 | -1.6 | 0
COc1c2c(c(CCC(=O)O)c3c1C=CC(C)(C)O3)OC(C)(C)C=C2
 : 1 | -1 | 6 | 0.2 | 1.6 | -5 | 0.5 | -1.4 | -6
COc1cccc(-c2nnc(NC(=O)C3CCCCC3)o2)c1
 : 4 | -5 | 5 | 1.4 | 0.2 | 3 | -0.7 | -1.1 | -1
O=C(CSc1nc2ccccc2[nH]1)c1ccc(Cl)s1
 : -12 | -7 | 1 | . | 1.5 | 0 | 1.4 | -3.7 | 0
Cc1cnc(C(=O)OC(C)C(=O)Nc2ccccc2-c2ccccc2)cn1 (configuration not stated)
 : 0 | 0 | 1 | 2.3 | -1.1 | 3 | 1.4 | 0.3 | 1
CC(C)COC(=O)OCN1C(=O)CN(CCN2CC(=O)N(COC(=O)OCC(C)C)C(=O)C2)CC1=O
 : -1 | -6 | -2 | 0.0 | 0.6 | -2 | -0.7 | -0.8 | -3
COc1ccc(NC(=O)CCCC2CCCCC2)cc1S(=O)(=O)N1CCCCC1
 : 44 | 9 | -1 | 0.5 | -1.4 | 1 | -0.1 | -2.6 | 3
COc1ccc(CC(=O)NNC(=O)CSc2nnc(C)n2-c2ccccc2)cc1
 : -2 | 1 | -3 | -1.5 | -1.5 | 4 | 0.2 | -4.0 | 5
CC(Oc1ccccc1)C(=O)Nc1ccc(NC(=O)c2ccccc2)cc1 (configuration not stated)
 : 9 | -7 | 3 | 1.3 | -1.3 | 2 | -0.8 | 0.0 | 4
Cc1ccc(C(=O)Nc2cccc3ccccc23)cc1
 : 7 | 1 | 2 | 2.1 | 3.1 | -12 | -0.4 | 1.9 | -6
COc1ccc(NC(=O)CN2CCN(c3nc(-c4cccc(OC)c4)cs3)CC2)cc1
 : -4 | 14 | 1 | . | -1.4 | 8 | 0.1 | -1.1 | -6
